High-throughput results (PubChem)
CHRM5 PAM = CHRM5 positive allosteric modulation; CHO-K1 hM5, Fluo-8 calcium, ACh EC20 PAM; 0% = ACh EC20, 100% = ACh EC100; activation, % at 3 µM; hit rate 0.3% among 360,000; AID 624038;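 active means activation above the run cutoff, the mean activation of all test compounds plus 3 SD, cut at about 18% in these data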
Target sequence (P08912 whole entry, looked up): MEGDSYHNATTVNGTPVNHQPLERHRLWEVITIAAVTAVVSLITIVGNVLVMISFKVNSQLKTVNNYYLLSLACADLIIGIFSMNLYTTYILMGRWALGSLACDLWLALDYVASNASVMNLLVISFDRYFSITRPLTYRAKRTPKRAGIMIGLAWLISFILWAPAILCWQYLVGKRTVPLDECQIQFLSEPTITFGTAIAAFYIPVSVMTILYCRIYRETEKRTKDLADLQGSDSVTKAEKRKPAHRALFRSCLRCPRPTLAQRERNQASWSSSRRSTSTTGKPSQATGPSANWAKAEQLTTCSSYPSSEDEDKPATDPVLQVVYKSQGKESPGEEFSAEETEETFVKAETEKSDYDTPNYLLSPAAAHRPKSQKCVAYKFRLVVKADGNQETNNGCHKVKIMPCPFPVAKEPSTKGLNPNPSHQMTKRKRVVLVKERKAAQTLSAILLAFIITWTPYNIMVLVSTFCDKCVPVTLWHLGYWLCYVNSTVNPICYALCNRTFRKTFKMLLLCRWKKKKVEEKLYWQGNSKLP
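Assay system: CHO-K1 hM5 cells. Also added: acetylcholine at EC20 concentration, added after compound. Dosing: 3 µM, single dose. Times: compound preincubation 140 s before EC20 acetylcholine addition. Signal: Fluo-8 calcium fluorescence. Measure: % activation relative to EC20 and EC100 ACh responses. Repeats: singlicate, one well per test compound.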
M4 antag = CHRM4 antagonism in calcium assay; inhibition, % at 3 µM; hit rate 0.73% among 360,000; CHO-hM4 cells, ACh EC80, Fluo-8 calcium fluorescence;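 active means inhibition above its plate's cutoff, the mean inhibition of sample wells plus 3 SD, cut at about 27% in these data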;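 further: 0% = acetylcholine EC80 with DMSO and 100% = DMSO without agonist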
Target sequence (P08173 whole entry, looked up): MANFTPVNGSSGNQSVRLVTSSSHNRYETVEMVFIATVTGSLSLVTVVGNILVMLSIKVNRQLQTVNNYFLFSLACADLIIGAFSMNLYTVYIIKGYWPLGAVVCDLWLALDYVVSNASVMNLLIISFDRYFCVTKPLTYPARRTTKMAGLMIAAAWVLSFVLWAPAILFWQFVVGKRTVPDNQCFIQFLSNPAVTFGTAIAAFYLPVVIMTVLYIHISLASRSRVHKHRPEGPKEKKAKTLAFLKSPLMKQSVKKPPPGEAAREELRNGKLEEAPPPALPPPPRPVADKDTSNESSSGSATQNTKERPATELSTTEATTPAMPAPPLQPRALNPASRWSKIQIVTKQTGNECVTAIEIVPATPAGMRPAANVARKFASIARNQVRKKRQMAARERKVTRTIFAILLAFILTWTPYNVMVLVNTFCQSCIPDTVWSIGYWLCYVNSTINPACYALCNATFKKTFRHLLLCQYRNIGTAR
M4 ag = agonists of human muscarinic M4 receptor (CHRM4); CHO-K1 hM4/Gqi5, Fluo-8 calcium fluorescence; vehicle 0%, full acetylcholine response 100%; AID 624127; activation, % at 3 µM; hit rate 0.14% among 360,000;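 active means activation above the run mean over all test wells plus 3 SD, cut at about 32% in these data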;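 further: peak over basal fluorescence ratio per well then scaled between controls; 0% = DMSO wells and 100% = acetylcholine at EC100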
CRFR2-BP ag = agonists of human CRF-binding protein/CRF-R2 receptor complex. HEK293 CRF-R2/CRF-BP, calcium dye fluorescence (FLIPR); percent of saturating CRF peptide response. activation, % at 13.2 µM. hit rate 0.46% among 350,000;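 active means activation of at least 50%, plus an integration ratio under a set limit after plate pattern correction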;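 further: plate controls were neutral control wells without compound for no effect and CRF at EC100 for full effect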
CHRM5 agonist = agonists of human muscarinic M5 receptor (CHRM5); P08912; CHO-K1 hM5 cells, Fluo-8 calcium fluorescence; 0% DMSO wells, 100% maximal acetylcholine response; activation, % at 3 µM; hit rate 0.19% among 360,000; AID 624037;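 active means activation above the run's mean over test compounds plus 3 SD, cut at about 23% in these data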;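 further: signal is peak over basal fluorescence ratio across the kinetic read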
CHRM5 antagonist = antagonists of human muscarinic M5 receptor (CHRM5); inhibition, % at 3 µM; CHO-hM5 cells, Fluo-8 calcium fluorescence, ACh EC80; hit rate 0.59% among 360,000; AID 624040; P08912;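 active means inhibition above a per-plate cutoff, the mean of that plate's test compounds plus 3 SD, cut at about 27% in these data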;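 further: 0% = acetylcholine EC80 with DMSO and 100% = DMSO without agonist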
CHRM4 PAM = positive allosteric modulators of human muscarinic M4 receptor | P08173 | CHO-K1 hM4/Gqi5, Fluo-8 calcium fluorescence, ACh EC20; 0% = ACh EC20, 100% = maximal ACh | activation, % at 3 µM | hit rate 0.4% among 360,000 | AID 624126;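 active means activation above its plate's cutoff, the mean activation of sample wells plus 3 SD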; further: some results filed as inactive read as strong as hits
IDE inh = inhibits human insulin-degrading enzyme in HEK cells. FAbetaB cleavage, fluorescence polarization. AID 434962. hit rate 0.41% among 320,000. inhibition, % at 5.59 µM. P14735;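 active means percent inhibition above the average of all tested compounds plus 3 SD, set per screening campaign, cut at about 16% in these data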;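 further: IDE supplied by intact live HEK cells; FP after avidin binding of uncleaved biotin substrate so inhibition keeps polarization high; 0% = DMSO wells and 100% = 60 µM reference IDE inhibitor Ii1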
CRFR2-BP antag = CRF-BP/CRF-R2 complex antagonism. inhibition, % at 11.8 µM. HEK293 CRF-R2/CRF-BP, CRF-induced calcium fluorescence. hit rate 0.59% among 350,000. AID 588475;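 active means inhibition of the ligand-induced calcium signal above about 50% at the single tested concentration, limit read from the data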
An asterisk follows results filed as active; nt = not tested or not shown.

SMILES	CHRM5 PAM	M4 antag	M4 ag	CRFR2-BP ag	CHRM5 agonist	CHRM5 antagonist	CHRM4 PAM	IDE inh	CRFR2-BP antag
COc1cc(/C=C2\SC(=S)N(CCC(=O)Nc3cccc(O)c3)C2=O)cc(OC)c1OC	-18	13	18	10	-1	27*	-11	0	13
Cc1nnc(SCCn2c(Br)nc3c2c(=O)n(C)c(=O)n3C)s1	2	12	1	-1.9	0	3	-7	5	0
CCN1CCN(c2c(Cl)cccc2NC(=O)c2ccc([N+](=O)[O-])o2)CC1	-33	9	3	nt	-8	14	-5	-3	nt
CC(C)[C@@H](C(=O)N1CCCC1)N1C(=O)N2CCc3c([nH]c4ccccc34)[C@@]2(C)C1=O	3	-5	2	5.4	2	0	5	2	-3
COCCNc1c(-c2ccc(OC)cc2)nc2ccc(Cl)cn12	-7	-2	10	-1.9	3	-10	-16	-3	-3
CC(OC(=O)/C(C#N)=C/c1ccc(N(C)C)cc1)C(=O)N(C)Cc1ccccc1 (configuration not stated)	-11	6	19	63*	32*	12	-13	30*	-61
COc1ccccc1-c1cc(C(=O)NCc2ccc(F)cc2)no1	-1	3	-1	1.2	-5	-5	-10	0	14
CCOc1ccc(C(CC(=O)O)NC(=O)C(c2ccccc2)c2ccccc2)cc1OC (configuration not stated)	-11	10	0	1.2	0	8	-3	-4	4
CC(C)C(NC(=O)c1ccccc1)C(=O)OCC(=O)N1CCN(c2ccccc2)CC1 (configuration not stated)	2	5	3	1.3	0	8	-2	-1	4
C=C(C)CNC(=S)Nc1cccc2cnccc12	-6	10	3	7.7	1	-2	15	-6	8
C(=N\Nc1nc2ccccc2[nH]1)/c1ccncc1	3	2	1	-1.0	-2	10	2	-2	35
Cc1cc(NC(=O)CSc2nc3sc(C)c(C)c3c(=O)n2C2CCCC2)no1	0	6	0	0.1	2	-4	-8	-6	-11
N#CC1(Nc2ccc(C(=O)O)cc2)CCCC1	8	-15	1	5.0	-1	-3	3	nt	2
CCOC(=O)NC(=O)c1cn(CCNCCO)c(=O)[nH]c1=O	-7	-2	1	3.9	-3	20	-8	-1	-30
Cc1ccccc1/C=N/Nc1nc2ccccc2[nH]1	8	-7	5	1.6	-3	-23	-1	-3	-21
CC(C)CNC(=O)C1(C)CCCN1C(=O)c1c(Cl)cccc1Cl (configuration not stated)	1	-3	1	nt	0	0	0	nt	nt
O=C(CS(=O)(=O)c1ccc(F)cc1)N1CCN(c2ccccc2)CC1	5	-24	2	-0.2	-2	-8	-5	3	-7
O=S(=O)(c1ccccc1)N1CCN(CC(O)COc2ccc3c(c2)CCC3)CC1 (configuration not stated)	-10	6	12	-0.9	4	6	-2	-3	-9
Cc1cccc(NC(=S)N2CCN(S(C)(=O)=O)CC2)c1	0	5	1	1.6	-4	3	-1	-1	1
N/C(CC(=O)NCCOc1ccccc1)=N\O	5	7	1	-0.8	0	-5	5	3	-4
Cc1ccc(CNC(=O)CCCCCNC(=O)N2CCn3c2nc2ccccc23)cc1	6	3	1	-2.0	-4	-17	4	7	9
COc1ccc(/C=C/c2nc(N)nc(-c3ccccc3O)n2)cc1	-11	9	5	-1.9	-4	20	-7	2	0
C[n+]1c2n(c3ccccc31)N=C(c1ccc(-c3ccccc3)cc1)CS2	3	0	1	0.6	-11	5	-1	-1	-12
COc1ccc(/C(C)=N/NC(=O)C2CC2)cc1	4	0	0	8.2	-1	4	-3	9	4
Cc1ccc(S(=O)(=O)NCCOC(=O)Nc2sc(=S)n(C)c2C)cc1	-6	-9	-1	-1.6	-5	-2	12	-9	6

Single records, as listed above.
Profile of CCN1CCN(c2c(Cl)cccc2NC(=O)c2ccc([N+](=O)[O-])o2)CC1 : CHRM5 PAM = -33; M4 antag = 9; M4 ag = 3; CRFR2-BP ag = nt; CHRM5 agonist = -8; CHRM5 antagonist = 14; CHRM4 PAM = -5; IDE inh = -3; CRFR2-BP antag = nt
Profile of CCOc1ccc(C(CC(=O)O)NC(=O)C(c2ccccc2)c2ccccc2)cc1OC (configuration not stated) : CHRM5 PAM = -11; M4 antag = 10; M4 ag = 0; CRFR2-BP ag = 1.2; CHRM5 agonist = 0; CHRM5 antagonist = 8; CHRM4 PAM = -3; IDE inh = -4; CRFR2-BP antag = 4

Continued.
SMILES	CHRM5 PAM	M4 antag	M4 ag	CRFR2-BP ag	CHRM5 agonist	CHRM5 antagonist	CHRM4 PAM	IDE inh	CRFR2-BP antag
CCC[N+](CC#Cc1ccccc1)(CCC)CC(=O)c1ccc(Cl)cc1	-4	16	0	-1.1	-8	4	2	2	-3
COc1ccccc1C(CNC(=O)COc1cc(C)ccc1Cl)N1CCCC1 (configuration not stated)	-10	17	2	0.2	-7	-1	-17	-2	-13
COc1ccc(C(=O)Nc2ccccc2Cc2ccccc2)c(OC)c1	0	-14	29	7.9	-4	1	-11	2	15
O=S(=O)(c1cccc(S(=O)(=O)N2CCCC2)c1)N1CCCCC1	0	2	2	-0.4	-1	2	3	0	-13
COc1ccc(NC(=O)CCC2COc3ccccc3O2)c(OC)c1 (configuration not stated)	0	-8	2	0.6	-3	-9	6	0	11
CCOc1cc(Br)c(C(=O)O)cc1OCC	-2	8	0	-3.3	0	1	12	-3	16
O=C(NC(=S)NCC1CCCO1)c1ccccc1Br (configuration not stated)	2	9	1	0.6	0	7	12	-1	16
CC(C(=O)N1CCOCCOCCOCCOCCOCC1)N1C(=O)c2ccccc2C1=O (configuration not stated)	1	-2	0	-2.9	-1	2	1	5	24
O=C(c1ccc(F)cc1)c1ccc(-c2ccc(F)cc2)nc1	-2	5	0	-4.8	0	6	-2	3	-6
CN(C)CCCNc1oc(-c2ccccc2Cl)nc1S(=O)(=O)c1ccc(F)cc1	-1	0	5	0.1	-2	-1	-3	2	-8
CCOC(=O)C1CCCN(C(=O)c2ccc(NC(=O)CC3SC(N4CCCC4)=NC3=O)cc2)C1 (configuration not stated)	-2	9	0	0.3	1	15	0	4	4
Cc1ccc(S(=O)(=O)N2CCN(C3CC4CCC3C4)CC2)cc1 (configuration not stated)	0	4	-2	-0.4	-6	5	-5	-12	-6
COc1ccc(C(=O)NC2CCN(S(=O)(=O)c3ccc(C)cc3)CC2)cc1	2	-17	-1	-1.4	-5	-4	2	1	3
Cn1c(=O)c2c(ncn2CC(=O)NCc2cccnc2)n(C)c1=O	-5	-3	1	-0.9	2	-2	5	-7	6
O=c1c2sc3nc(N4CCOCC4)c4c(c3c2nnn1Cc1ccccc1)CCCC4	5	-7	0	1.9	0	-1	1	3	-13
COc1ccc(CP(=O)(c2ccccc2)c2ccccc2)cc1	-7	-3	0	-1.3	-2	7	-9	-8	4
CC1(NC(=O)c2ccccc2)CCN(CCCc2ccccc2)C1=O (configuration not stated)	-7	-13	2	-1.9	4	15	12	-4	-9
CCN(C[C@H]1N[C@@](C)(C(=O)OC)[C@H]2C(=O)N(Cc3ccccc3)C(=O)[C@@H]12)C(=O)c1ccc(C)cc1	2	-9	14	1.6	2	-7	2	-2	-1
COc1ccc(CC(=O)NCC2CCCN(Cc3ccc(OC)cc3F)C2)cc1 (configuration not stated)	3	-6	2	-0.8	-12	9	-6	0	-1
COc1cc2[nH]c(=O)c(C(=O)NCc3ccccc3Cl)c(O)c2cc1OC	-5	-11	0	1.1	2	0	0	nt	4
COc1ccc(OC)c(CCNC(=O)c2nn(C)c3c2CS(=O)(=O)c2ccccc2-3)c1	-4	-14	12	-0.5	-4	6	-8	1	-16
Nc1ccccc1-c1nnc(SCc2ccccc2F)[nH]c1=O	-4	16	1	0.7	1	-1	4	-1	-3
CN(Cc1nc(-c2ccc(Cl)cc2)no1)C(=O)CCN1C(=O)[C@H]2CC=CC[C@H]2C1=O	4	-1	11	-2.2	5	-9	7	-1	8
Cn1ccc2c(-c3ccc(C(F)(F)F)cc3)cc3c(c21)C1CCC3C1 (configuration not stated)	-7	-1	0	nt	2	7	6	nt	nt
CC1CCN(C(C(=O)NC2CCCCC2)c2cc3c(cc2[N+](=O)[O-])OCO3)CC1 (configuration not stated)	-2	-1	0	3.5	-1	0	0	4	-14
Later entries
SMILES	CHRM5 PAM	M4 antag	M4 ag	CRFR2-BP ag	CHRM5 agonist	CHRM5 antagonist	CHRM4 PAM	IDE inh	CRFR2-BP antag
COCCn1c(N)c(Sc2ccc([N+](=O)[O-])cc2)c(=O)[nH]c1=O	2	6	1	-0.7	1	9	0	-2	-8
COc1cccc(CSc2nnc(-c3ccncc3)n2N)c1	2	-10	1	-0.2	-2	-3	10	5	6
Cc1ccc(-c2nnc(SCC(=O)Nc3cccc(C(=O)N4CCOCC4)c3)n2C)cc1	-10	-9	4	-1.5	0	13	-5	5	26
Cc1ccc(NC(=O)CSc2nc(NS(=O)(=O)c3ccc(C)cc3)cc(=O)[nH]2)cc1	2	2	0	0.3	-2	10	-2	0	11
FC(F)(F)c1ccccc1CNCc1ccncc1	1	-2	2	0.3	1	6	1	1	8
COCCNS(=O)(=O)c1ccc2c(c1)n(C)c(=O)n2C	2	1	1	0.4	0	8	11	-5	10
CCOc1cc(S(=O)(=O)N2CCN=C2Cc2ccccc2)ccc1F	0	-2	1	-2.0	-2	3	4	-1	6
COc1ccc(CCNC(=O)c2ccco2)cc1	0	-14	2	-1.2	-3	-7	13	1	4
O=C(NCCc1ccccc1)C(=O)NCC1OCCN1S(=O)(=O)c1ccc(Br)cc1 (configuration not stated)	-6	5	9	-1.2	1	11	-7	-2	-10
Cc1cc(=O)[nH]c(N2CCCNCC2)n1	2	-2	1	-0.8	-12	1	-7	1	-7
CCCCc1nnc(NC(=O)CN2C(=O)C3CCCCC3C2=O)s1 (configuration not stated)	0	0	0	3.9	0	8	-6	-1	-1
Cc1c(NS(=O)(=O)c2ccc3nc(COc4ccccc4Cl)[nH]c3c2)c(=O)n(-c2ccccc2)n1C	4	12	0	1.9	-10	7	-1	-4	2
Cn1c(CCNC(=O)c2ccccc2F)nnc1SCC(=O)Nc1nncs1	1	-10	0	-0.1	-3	8	5	5	-11
COCc1cc(C)n(CC(=O)Nc2ccccc2C(=O)OC)c(=O)c1C#N	-8	-13	2	-0.2	-1	0	1	1	4
C#CCOCCOCCOCCNc1nc(N2CCN(C(=O)[C@H](CCCCN)n3cc(CN)nn3)CC2)nc(N2CCN(C(=O)[C@H](CCCN=C(N)N)n3cc(C(N)[C@H](C)CC)nn3)CC2)n1 (some centres not stated)	-7	1	0	-1.8	1	10	-2	-2	2
COc1ccc(C(=O)Nc2nc3cc4c(cc3s2)OCCO4)c(OC)c1	17	8	1	2.6	4	-14	3	-2	-13
CC(=O)Nc1ccc2nc(NC(=O)COc3cccc(C)c3)sc2c1	-2	7	6	-2.1	3	2	0	7	3
O=C(COC(=O)Cc1cccs1)Nc1ccccc1F	2	5	0	0.4	0	0	-2	1	-1
C=CCOc1c(Br)cc(/C=N/Nc2ccc(C(=O)O)cc2)cc1OCC	-2	-1	1	-11	0	6	17	-3	16
Cc1cccc(C)c1OCC(O)CNC(C)C (configuration not stated)	1	4	1	-0.5	0	-3	-5	11	14
CSc1ccc(CNCCCN(C)C)cc1	3	-4	1	-1.1	-4	-2	-4	3	3
COc1ccc(-n2c(=O)[nH]c3cc(C(=O)NCCc4ccccc4)ccc3c2=O)cc1OC	-13	12	23	2.5	1	21	-10	2	3

Compounds as they come. Share with any hit: about 2.9%.
